HepG2 tox: qHTS for Inhibitors of TGF-b: Cytotox Counterscreen | 0.76% of 410,000 active | Potency, µM (top dose mostly 46.1 µM), for inactives: top-dose activity change, negative = cytotoxicity, most hits filed as cytotoxic | HepG2 CAGA-GFP viability, ATP luminescence, 18 h | AID 588856, 2011; also: potency is read from the fitted curve at half-maximal effect; some results filed as inactive show a strong effect at the top dose
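HepG2 CAGA-GFP cells (1000/well, DMEM with 1% FBS) received compound, then TGF-beta at 500 pg/mL final, and were incubated 18 hours at 37 degrees C. Viability was read by CellTiter-Glo luminescence. Media-only wells were set as complete cell-killing and DMSO as no toxicity.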
EPAC2 ag: qHTS for Agonist of cAMP-regulated guanine nucleotide exchange factor 4 (EPAC2): primary screen; Rap guanine nucleotide exchange factor 4 (Homo sapiens), Q8WZA2; EPAC2 activation, biochemical qHTS; response scale: 100% = 6.5 mM cAMP response; Potency, µM (top dose mostly 154 µM), without a hit: at the top dose activation, most hits filed as activators; 0.079% of 360,000 active; AID 720711, 2013; also: potency is read from the fitted curve at half-maximal effect; nearly all actives have a fitted effect of over 50% in size
Target sequence (Q8WZA2 whole entry, looked up): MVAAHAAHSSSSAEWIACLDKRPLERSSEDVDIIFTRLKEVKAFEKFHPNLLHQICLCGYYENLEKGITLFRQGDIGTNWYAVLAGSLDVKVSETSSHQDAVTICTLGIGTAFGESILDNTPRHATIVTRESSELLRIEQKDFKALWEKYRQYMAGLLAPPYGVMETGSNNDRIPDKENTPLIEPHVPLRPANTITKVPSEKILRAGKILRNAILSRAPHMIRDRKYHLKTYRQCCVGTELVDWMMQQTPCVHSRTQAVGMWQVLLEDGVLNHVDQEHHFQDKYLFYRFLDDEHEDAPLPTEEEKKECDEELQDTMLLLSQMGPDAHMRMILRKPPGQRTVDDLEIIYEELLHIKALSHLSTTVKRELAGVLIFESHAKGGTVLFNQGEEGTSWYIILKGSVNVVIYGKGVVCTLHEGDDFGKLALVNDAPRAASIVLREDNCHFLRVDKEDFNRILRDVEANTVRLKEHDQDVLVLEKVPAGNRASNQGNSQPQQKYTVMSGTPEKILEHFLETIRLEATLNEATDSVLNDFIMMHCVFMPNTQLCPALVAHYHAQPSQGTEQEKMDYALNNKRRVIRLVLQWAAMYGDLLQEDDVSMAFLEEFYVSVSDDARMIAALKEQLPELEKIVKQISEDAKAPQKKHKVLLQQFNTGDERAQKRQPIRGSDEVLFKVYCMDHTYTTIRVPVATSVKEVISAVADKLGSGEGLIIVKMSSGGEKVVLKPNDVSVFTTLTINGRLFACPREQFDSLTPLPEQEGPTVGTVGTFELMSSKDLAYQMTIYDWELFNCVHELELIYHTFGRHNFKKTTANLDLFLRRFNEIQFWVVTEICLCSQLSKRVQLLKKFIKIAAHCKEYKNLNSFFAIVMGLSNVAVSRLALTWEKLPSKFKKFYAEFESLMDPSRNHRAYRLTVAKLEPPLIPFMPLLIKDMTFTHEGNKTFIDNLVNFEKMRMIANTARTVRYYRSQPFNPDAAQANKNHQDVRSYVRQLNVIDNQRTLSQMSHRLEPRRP
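Setup: EPAC2 100 nM, labeled Rap1B complex 250 nM, free GDP 50 uM. Compound titrations pinned in, brief spin, 5 min room temperature incubation. Kinetic fluorescence read over 30 min, normalized to 6.5 mM cAMP.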
Nrf2 inh: Nrf2 qHTS screen for inhibitors | A549 ARE-Fluc reporter, luciferase luminescence, 18-24 h | Potency, µM (titrated, usually from 46 µM), inactives show at the highest dose activity change, negative = inhibition, hits mostly inhibitors | 2.1% of 360,000 active; also: potency is read from the fitted curve at half-maximal effect; % is scaled to controls: 0 for no effect and ±100 for the full control effect; nearly all actives have a fitted effect of over 60% in size
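Concentration-response testing used A549 ARE_Fluc cells at 5000 cells/well. Following an 18-24 h compound incubation, viability was read by fluorescence (Ex 405/Em 525) and luciferase output by luminescence.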
IL2 activator: qHTS of IL-2 Activators; IL-2 activation reporter assay, cell-based qHTS; stimulated with anti-CD3/CD4/CD28 beads; in transgenic mouse T cells; activation, % (series mostly up to about 46 µM); 0.065% of 360,000 active; in the data active = activation above about 50%; inconclusive = mostly about 30% to 49%; also: 0% is about no effect
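Quantitative HTS in unstimulated transgenic mouse T cells, with memory T cells as non-tolerant control and PMA/ionomycin as tolerance-bypass control. Compound pretreatment lasted 60 minutes before 18 h bead stimulation; EGFP/DsRed fluorescence read.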
Nrf2 ARE act: qHTS of Nrf2 Activators | AREc32 ARE-luciferase reporter (MCF7-derived line), luminescence, 24 h | Potency, µM (series often up to 46.1 µM), for the others: top-dose activation, usual class: activators | 0.31% of 410,000 active | AID 624171, 2012; also: potency is read from the fitted curve at half-maximal effect; % of control where 0% means no effect; nearly all actives have a fitted effect of over 65% in size
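Reporter line AREc32 (ARE-Fluc), seeded overnight in OPTI-MEM with 5% FBS; compound pin-transferred, 24 hr at 37 deg C, 5% CO2; luminescent read-out.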
TGFb inhibitor: qHTS for Inhibitors of TGF-b | HepG2 CAGA-GFP TGF-b/SMAD3 reporter, GFP fluorescence, 18 h; TGF-beta stimulated, 500 pg/mL final | Potency, µM (top dose mostly 46.1 µM), for the others: top-dose activity, negative = inhibition, usual class: inhibitors | 1.2% of 410,000 active; also: potency is read from the fitted curve at half-maximal effect; % is scaled to controls: 0 for no effect and ±100 for the full control effect; nearly all actives have a fitted effect of over 65% in size
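Read-out: total well GFP (ex488/em500-530) summed from mean per-cell fluorescence. Cells: HEPG2 CAGA-GFP, 1% FBS DMEM, 18 h at 37 degrees C with 500 pg/mL final TGF-beta. Unstimulated wells served as the full-inhibition control; stimulated DMSO wells = 0%.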
A549 viability: Nrf2 qHTS screen for inhibitors: counterscreen for cytotoxicity; Potency, µM (doses to about 46 µM), without a hit: at the top dose activity change, negative = cytotoxicity, actives largely listed as inhibitors; 0.16% of 390,000 active; AID 504648, 2011; A549 ARE-Fluc cells, CellTiter-Fluor viability, 18-24 h; also: potency is read from the fitted curve at half-maximal effect; % is scaled to controls: 0 for no effect and ±100 for the full control effect
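Cytotoxicity counterscreen: CellTiter-Fluor fluorescence was measured in A549 ARE_Fluc cells after 18-24 h of compound exposure in a concentration series. The subsequent BugLite luminescent read reports ARE-luciferase activity.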
ATXN2 expr inh: Primary qHTS for Inhibitors of ATXN expression; HEK-293 ATXN2-luciferase reporter, luminescence, 24 h; AID 1745845, 2022; 0.72% of 360,000 active; Potency, µM (highest dose often 57 µM), without a hit: top-dose activity change, negative = inhibition, most hits filed as inhibitors; also: potency is read from the fitted curve at half-maximal effect; % is scaled to controls: 0 for no effect and ±100 for the full control effect; nearly all actives have a fitted effect of over 55% in size
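qHTS (up to 57 uM final) was run with 24 h compound exposure of reporter cells at 37 °C. Each well was multiplexed: SteadyGlo luminescence measured ATXN2-luciferase expression after a fluorogenic Gly-Phe-AFC viability readout (25 uM final).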
S2 tox: Viability Counterscreen for Primary qHTS for Inhibitors of ATXN expression. S2 cells (HEK-293 line with an ATXN2-luciferase reporter) viability, CellTiter-Fluor protease fluorescence, 24 h. Potency, µM (top dose mostly 56.7 µM), usual class: cytotoxic. 0.49% of 400,000 active. AID 651635, 2014; also: potency is read from the fitted curve at half-maximal effect; nearly all actives have a fitted effect of over 40% in size
* marks the source's active call; other numbers are inactive results; i = inactive; ? = inconclusive; / = not tested or not shown; [ ] = another dose, or the depositor's remark. Unless noted, calls follow the shape of the dose curve; as a rule, active = well fitted curve in the direction sought with a large enough effect; inconclusive = small, poorly fitted or top-dose-only effect, or another doubt; inactive = no such curve, though single readings can be large; an effect the other way counts as inactive or inconclusive.

Order of values: HepG2 tox | EPAC2 ag | Nrf2 inh | IL2 activator | Nrf2 ARE act | TGFb inhibitor | A549 viability | ATXN2 expr inh | S2 tox
[1] CCc1nnc(NC(=O)CSc2nnc(Cc3ccc(OC)cc3)o2)s1
    -30% | 8% | 15% | -1.3 | -0.3% | -7% | 1% | -27% | i
[2] Cn1c(SCC(=O)N2CCOCC2)nnc1-c1cccc(NC(=O)c2ccccc2)c1
    -17% | 2% | 2% | -0.5 | 0.2% | 4% | -3% | 0% | i
[3] CC1(C)CC(NC(=O)N2c3ccccc3Sc3ccccc32)CC(C)(C)N1
    -77% | 8% | 3% | -2.6 | 0.8% | -15% | -14% | ? | i
[4] CCNC(=S)N(Cc1ccco1)Cc1cc2cc3c(cc2[nH]c1=O)OCCO3
    4% | -3% | 1% | 0.0 | 0.7% | -9% | 3% | -2% | ?
[5] O=C(Nc1nccs1)c1ccc2c(=O)n3c(nc2c1)CCCCC3
    -21% | 5% | 9% | -0.4 | 2.5% | 0% | 8% | 60%[activator] | i
[6] C[C@]12CC[C@@H]3c4ccc(O)cc4C(=O)C[C@H]3[C@@H]1CC[C@@H]2O
    -10% | 1% | -10% | 0.6 | -0.7% | 1% | 1% | 0% | i
[7] O=C(Nc1ccccc1Cl)c1ccc(F)c(S(=O)(=O)NCc2ccc(Cl)c(Cl)c2)c1
    -35% | / | / | / | -0.5% | ? | -5% | / | /
[8] CNC(=O)c1[nH]cnc1C(=O)Nc1cccc(C)c1
    -3% | -2% | 11% | -0.5 | 4.5% | 9% | -5% | 30%[activator] | i
[9] O=C(Nc1ccc(F)cc1)C(NC1CCCCC1)c1ccccc1 (centres undefined)
    -14% | 10% | -3% | -1.0 | 0.2% | -28% | -3% | 9% | i
[10] CCn1c(SCC(=O)N/N=C/c2ccc(C)s2)nc2ccccc21
    -2% | 7% | 3% | -2.3 | -0.5% | ? | -7% | -12% | ?
[11] COc1cc(NC(=O)[C@H]2O[C@@H](n3cnc4c(N)ncnc43)[C@H](O)[C@@H]2O)cc(OC)c1OC
    -30% | 4% | / | -0.9 | 0.2% | 4% | / | 6% | i
[12] OCCN1CCN(c2ncnc3c2ncn3[C@H]2CN(Cc3ccc(Cl)cc3)C[C@@H](CO)O2)CC1
    -11% | 12% | / | -0.6 | 0.5% | 6% | / | 10% | i
[13] Cc1ccc(C(=O)N/C(=C/c2ccco2)C(=O)OCN2C(=O)c3ccccc3C2=O)cc1
    -29% | 13% | -17% | -0.2 | 5.5% | ? | 8% | -7% | i
[14] c1ccc2c(c1)ncc1nncn12
    2% | / | -20% | / | -0.7% | -2% | -3% | -8% | i
[15] CC(C)(C)C(=O)Nc1cccc(-c2nc3ccccc3c(=O)o2)c1
    -1% | -4% | ? | -0.8 | 0.4% | -12% | 2% | 8% | i
[16] CCn1c(CC(=O)Nc2ccccc2F)nnc1SCC(=O)NC1CCCCC1
    -46% | 0% | ? | -0.3 | 0.0% | -16% | 3% | -8% | i
[17] Cc1ccc(Cn2cc(S(=O)(=O)c3ccc(C(C)C)cc3)c(=O)c3cc4c(cc32)OCO4)cc1
    12% | 9% | 30% | 0.1 | -0.7% | 2% | 9% | 4% | i
[18] Clc1cc(Br)ccc1OCCCn1ccnc1
    3% | 4% | 1% | -0.4 | -0.8% | 15% | -1% | -17% | i
[19] NNc1nc(NCc2ccccc2)nc(N2CCOCC2)n1
    -23% | 4% | / | -0.6 | 5.5% | 22% | -4% | 3% | i
[20] NCCCC[C@H]1CN=C(N)N1CCCCC1CCCCC1
    -5% | -4% | 0% | -3.9 | -0.2% | 9% | -1% | -5% | i
[21] CN1CCN(C(=O)/C(=C\c2ccccc2)c2ccccc2)CC1
    0% | 6% | 6% | -0.9 | -0.2% | -6% | -3% | 5% | i
[22] Cc1ccc(S(=O)(=O)Nc2ccc3c(c2)CC(=O)N([C@H](C)CO)C[C@@H](C)[C@H](CN(C)S(=O)(=O)c2ccccc2)O3)cc1
    1% | 16% | -15% | -3.5 | -0.2% | 3% | 4% | 3% | i
[23] COc1cccc(N2CCN(c3ccc4nnc(CCC(=O)Nc5ncccc5C)n4n3)CC2)c1
    -14% | -4% | -4% | -2.0 | 0.2% | -1% | -1% | -2% | i
[24] NC(=O)CCN1CCN(Cc2nc(C(c3ccccc3)c3ccccc3)no2)CC1
    -7% | 7% | -1% | -0.2 | -0.3% | 8% | -7% | -9% | i
[25] CCN(CC)S(=O)(=O)c1ccc(C(=O)NC(=S)N2CCCCC2C)cc1 (centres undefined)
    -23% | 10% | / | -0.6 | 0.1% | -4% | / | / | ?
[26] CCCNNC(=O)C(O)(c1ccccc1)c1ccccc1
    -2% | 0% | 8% | 2.6 | -0.3% | 1% | 15% | -2% | i
[27] Cc1cc(C)cc(NC(=O)COC(=O)CN=C2NS(=O)(=O)c3ccccc32)c1
    -13% | 5% | ? | 0.8 | -1.1% | -9% | 7% | / | i
[28] CCOc1ccc(-n2c(-c3ccccc3)c[n+]3c2CCC3)cc1
    -21% | 1% | 2.3µM* | -1.5 | 0.0% | ? | -6% | -30%[11.3 µM] | ?
[29] Cc1ccc(-c2nc3ccccc3s2)cc1NC(=S)NC(=O)c1ccccc1
    -9% | 0% | ? | 1.5 | 2.3% | -30% | -29% | 19% | ?
[30] CCOc1ccc(S(=O)(=O)Nc2cc(C)ccn2)c2ccccc12
    3% | -14% | -7% | -1.8 | -0.2% | -2% | -5% | -12% | i
[31] O=C(/C=C/N1CCOCC1)c1coc2ccccc12
    5% | 1% | ? | 4.0 | 2.0% | 12% | -10% | 2% | i
[32] O=C(Nc1cccc(C(=O)O)c1)Nc1ccccc1Cl
    -18% | 6% | ? | -0.2 | -2.3% | 1% | -4% | -13% | i
[33] CC(C)c1nc2ccc(C(=O)NCc3ccc(N(C)C)cc3)cc2o1
    -11% | / | / | / | -0.5% | 1% | 8% | / | /
[34] CCOP(=O)(OCC)c1nc(-c2ccccc2)oc1N1CCCCC1
    -4% | -6% | -19% | 1.6 | 0.1% | 3% | -6% | / | ?
[35] CCc1c(C)sc(NC(=O)c2cc(C)on2)c1C#N
    -1% | -2% | ? | -0.4 | 4.2% | -9% | -5% | 51%[activator] | i
[36] O=C(Nc1ccc([N+](=O)[O-])cc1)C(Cc1ccccc1)N1C(=O)c2cccc3cccc(c23)C1=O (centres undefined)
    -9% | -5% | -20% | 160* | 3.4%[9.22 µM] | 11% | -8% | -27% | ?
[37] C=CCOc1ccc(-c2n[nH]c(=S)o2)cc1
    9% | 5% | 23% | 2.1 | -0.1% | ? | -2% | 23% | i
[38] CC(C)COC(=O)Cc1c(O)c2ccccc2[nH]c1=O
    3% | -9% | -1% | -0.2 | -0.3% | -8% | 2% | -1% | i
[39] O=C1OCc2ccc([N+](=O)[O-])cc21
    27% | 3% | 9% | 0.9 | -0.7% | 25% | -2% | -8% | i
[40] COc1cc(S(=O)(=O)NCCc2c(C)[nH]c3ccc(C)cc23)ccc1Br
    -65% | / | / | / | 6.8% | ? | -7% | ? | ?
[41] Cc1ccccc1OCCOc1cccc(/C=N/NC(=O)Cc2nnc(N)s2)c1
    0% | -41%[inhibitor] | ? | -0.2 | -0.4% | -1% | -5% | -27% | i
[42] O=C(COc1ccccc1)Nn1c(-c2ccccc2)nc2ccccc2c1=O
    -13% | 14% | -9% | -5.0 | -0.9% | -2% | 2% | -10% | i
[43] COc1ccc(C2CC(c3ccccc3)=NN2C(=O)COC(=O)c2cc(S(=O)(=O)N3CCOCC3)ccc2F)cc1 (centres undefined)
    -11% | 7% | 7% | -3.1 | -0.1% | 1% | 0% | -4% | i
[44] CC(C)(C)c1ccc(OCC(O)CN(CCO)CC(O)Cn2ccc3ccccc32)cc1 (centres undefined)
    -74% | -12% | -1% | -0.5 | 0.4% | 11µM* | -11% | -18% | i
[45] Cc1ccc(CNS(=O)(=O)c2ccc3c(c2)OCCO3)cc1
    -2% | 0% | -24% | -0.9 | -0.7% | -3% | -6% | -11% | i
[46] Cc1ccc(NC(=O)c2ccco2)cc1NC(=O)CSc1nnc(-c2cccs2)n1C
    3% | 1% | -17% | 4.1 | -0.5% | 1% | -14% | -11% | i
[47] CCn1c(=O)c([N+](=O)[O-])c(NCCCn2ccnc2)c2ccccc21
    -32% | 17% | 4% | -3.8 | -0.5% | 6% | 0% | -12% | i
[48] O=C(COC(=O)c1c[nH]c2ccccc12)NC1CCCCC1
    -13% | 4% | 7% | 2.7 | 1.1% | 8% | 3% | / | i
[49] Cc1ccc(C)c(S(=O)(=O)c2nnn3c2nc(Nc2ccc(C)c(C)c2)c2ccccc23)c1
    -15% | / | 13% | / | 0.2% | 1% | -1% | 3% | i
[50] O=C(CN(Cc1ccccc1)S(=O)(=O)c1ccc(Br)cc1)NCC1CCCO1 (centres undefined)
    -13% | 7% | -14% | -3.1 | 0.5% | -17% | 0% | -18% | i
[51] CC(=O)Nc1ccc(S(=O)(=O)N(C)CC(=O)OCC(=O)c2ccc3c(c2)NC(=O)CO3)cc1
    18% | 0% | 3% | 0.4 | -0.5% | 20% | -3% | -19% | i
[52] c1ccc(-c2cc3c(-n4cccc4)ncnc3o2)cc1
    9% | 4% | 16% | 0.4 | 3.2µM* | -24% | -3% | 11% | ?

Compound activity from PubChem BioAssay.
